# Bioassay records (PubChem BioAssay)
# ERG-DNA inh: ERG Ets/DNA interaction inhibition | P11308 | fluorescence polarization, His-ERG Ets domain / labelled DNA | Potency, µM (top dose mostly 76.9 µM), for inactives: top-dose FP activity, negative = inhibition, hits mostly inhibitors | 370,000 tested, 0.028% active | AID 624246; active = well fitted inhibition curve with a large enough effect in the polarisation, with a control signal flat; inconclusive = small, poorly fitted or top-dose-only effect, or effect the other way, or a change in a side signal; inactive = no such curve, though single readings can be large or run the other way; the % refers to the polarisation;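 note: polarization taken with two DNA probes labelled with fluorescein and Texas red; potency is the fitted concentration of half-maximal effect; % of control where 0% means no effect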
#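 His-tagged ERG Ets domain (1 uM in the protein solution; 300mM KCl, 50mM Tris-HCl, 1mM EDTA, 1mM DTT, pH 7.5) received compound, then a probe mix of 5 nM fluorescein-DNA and 100nM Texas-615-DNA. Fluorescence polarization was read for both dyes.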
# Vif-A3G inh: blocks the Vif interaction with human APOBEC3G. Potency, µM (series often up to 46.1 µM), without a hit: at the highest dose activity, negative = active, actives largely listed as inhibitors. HeLa A3G-eYFP + Vif (tagged APOBEC3G with the HIV-1 protein that degrades it), YFP fluorescence, overnight. AID 602310. 410,000 tested, 0.076% active. Q9HC16;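 note: potency is the fitted concentration of half-maximal effect; % is set by controls: 0 for no effect and ±100 for the full control effect; nearly all actives have a fitted effect of over 60% in size; hits raise eYFP signal because A3G escapes Vif-driven loss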
#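 Read-out is eYFP fluorescence (Ex 488/Em 500-530) from Vif-expressing HeLa A3G-eYFP cells; more signal means A3G escaped Vif-mediated degradation. Cells plated overnight, compound pinned in, incubated overnight at 37 deg C.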
# Glioma ERSR ind: induces the endoplasmic reticulum stress response in human glioma cells | 420,000 tested, 0.02% active | U87-MG GRP78 promoter luciferase reporter, 16 h | AID 602332 | Potency, µM, for the others: at the top dose activation, usual class: activators; note: potency is the fitted concentration of half-maximal effect; series mostly up to about 76 µM; % of control where 0% means no effect; nearly all actives have a fitted effect of over 35% in size
#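 ERSR induction read as luciferase luminescence (Bright-Glo, 10 min at room temperature) in stably transfected human U87-MG glioma cells exposed to compounds for 16 h, using GRP78 as sensor.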
# D2 antagonist: antagonizes the human D2 dopamine receptor; inhibition, % at 10 µM; HEK293 TREx D2 cells, calcium flux, dopamine EC80; P14416; 340,000 tested, 2% active; in the data active = inhibition above about 30%; note: 0% is about no effect
# Target sequence (P14416 whole entry, looked up): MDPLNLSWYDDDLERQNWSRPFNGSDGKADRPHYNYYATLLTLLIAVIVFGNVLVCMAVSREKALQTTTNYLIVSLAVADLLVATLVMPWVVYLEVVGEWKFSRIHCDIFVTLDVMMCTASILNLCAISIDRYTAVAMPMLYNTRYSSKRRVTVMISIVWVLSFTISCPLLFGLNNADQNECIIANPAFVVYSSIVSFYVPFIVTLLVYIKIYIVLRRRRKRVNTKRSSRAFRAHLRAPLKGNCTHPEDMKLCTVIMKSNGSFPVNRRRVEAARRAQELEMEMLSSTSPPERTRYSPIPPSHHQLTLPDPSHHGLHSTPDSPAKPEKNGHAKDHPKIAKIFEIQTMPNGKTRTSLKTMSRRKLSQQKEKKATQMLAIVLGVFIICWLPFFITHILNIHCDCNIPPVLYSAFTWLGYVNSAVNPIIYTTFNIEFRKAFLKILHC
#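 Dopamine at EC80 is the agonist stimulus; test compounds precede it by 180 s. Calcium flux read kinetically in a force-coupled, inducible HEK293 T-REx D2 cell line.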
# RGS4 inhibitor: inhibitors of human regulator of G protein signaling 4. P49798. Transcreener GDP fluorescence polarization, RGS4-accelerated GTP hydrolysis. Potency, µM (top dose mostly 114 µM), inactives show top-dose activity change, negative = inhibition, hits mostly inhibitors. 390,000 tested, 0.039% active. AID 504845; note: potency is the fitted concentration of half-maximal effect; % is set by controls: 0 for no effect and ±100 for the full control effect; nearly all actives have a fitted effect of over 75% in size; some results filed as inactive show a strong effect at the top dose
#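 MLSMR compounds (23 nl, pin-transferred) preincubated 10 min at room temperature with a 500nM (2x) first reagent, then RGS4 at 900nM (2x) plus Transcreener GDP mix added; fluorescence polarization (620/688 nm) read before and after 90 min at 30 °C.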
# LDHA block: blocks human lactate dehydrogenase A; P00338; purified LDHA, NADH/diaphorase-resazurin fluorescence; hits give low values; activity change, % (values are at about 110 or 230 µM); 480,000 tested, 0.15% active; in the data active = activity change below about -30%; inconclusive = mostly about -25% to -30%;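 note: plate controls were DMSO wells for no effect and wells without enzyme for full effect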
#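 Enzyme activity of human lactate dehydrogenase 5 (2 nM; 0.06 mM NADH, 0.2 mM pyruvate, 5 min, RT) is measured via a resazurin/diaphorase fluorescence readout of residual NADH.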
# 12-LOX inh: inhibitors of human 12S-lipoxygenase ALOX12 | purified 12hLO, xylenol orange hydroperoxide absorbance | Potency, µM (top dose mostly 108 µM), for the others: at the top dose activity change, negative = inhibition, hits mostly inhibitors | 580,000 tested, 1.1% active | AID 1671190; note: potency is the fitted concentration of half-maximal effect; % is set by controls: 0 for no effect and ±100 for the full control effect
# Target sequence (P18054 whole entry, looked up): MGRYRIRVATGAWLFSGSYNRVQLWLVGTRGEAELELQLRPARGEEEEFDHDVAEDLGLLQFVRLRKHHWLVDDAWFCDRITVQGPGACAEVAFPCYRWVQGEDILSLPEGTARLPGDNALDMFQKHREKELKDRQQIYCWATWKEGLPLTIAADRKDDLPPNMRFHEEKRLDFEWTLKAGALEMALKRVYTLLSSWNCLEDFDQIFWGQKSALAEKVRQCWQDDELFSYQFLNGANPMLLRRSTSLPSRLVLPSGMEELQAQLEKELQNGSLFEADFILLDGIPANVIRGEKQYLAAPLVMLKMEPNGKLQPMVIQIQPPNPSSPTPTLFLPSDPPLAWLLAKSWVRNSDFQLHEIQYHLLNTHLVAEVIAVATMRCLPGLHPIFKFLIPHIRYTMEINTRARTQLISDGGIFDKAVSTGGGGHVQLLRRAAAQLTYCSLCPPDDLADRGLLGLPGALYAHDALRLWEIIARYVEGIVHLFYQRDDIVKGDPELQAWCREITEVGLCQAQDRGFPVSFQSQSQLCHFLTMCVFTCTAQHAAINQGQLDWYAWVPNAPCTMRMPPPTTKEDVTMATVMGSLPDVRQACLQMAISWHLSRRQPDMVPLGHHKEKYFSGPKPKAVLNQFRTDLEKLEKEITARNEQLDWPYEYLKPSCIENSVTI
#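 Purified human 12hLO at 150 nM in 25 mM Hepes, 0.01% Triton X-100, pH 7.0, preincubated 15 min at room temperature with compound. Reaction started with 40 uM arachidonic acid, 30 min at room temperature. Hydroperoxide measured by Fe-xylenol orange, 573/405 nm absorbance ratio.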
# Vif-APOBEC3F blk: inhibitors of Vif-A3F interaction. HeLa A3F-eYFP + Vif (tagged APOBEC3F with the HIV-1 protein that degrades it), YFP fluorescence increase. Potency, µM (series often up to 46.1 µM), without a hit: at the highest dose activity, negative = active. 390,000 tested, 0.2% active. AID 602313; note: potency is the fitted concentration of half-maximal effect; % of control where 0% means no effect; nearly all actives have a fitted effect of over 65% in size
#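 Fluorescence increase (Ex 488/Em 500-530) after overnight compound treatment at 37 deg C flags inhibition of Vif-driven A3F-eYFP loss in stable HeLa A3F-eYFP/Vif cells seeded overnight beforehand.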
# D2 ag: D2 dopamine receptor (human) agonism; P14416; HEK293 T-REx D2 cells, calcium flux agonist mode; activation, % at 2 µM; 340,000 tested, 0.53% active;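 active = activation over 3 SD above normal in the single-dose calcium agonist read, cut at about 30% in these data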; note: 0% is about no effect
#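 Agonism is scored from calcium flux in a force-coupled, inducible HEK293 cell line expressing D2, read kinetically for 180 s after compound addition against dopamine controls.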
# * marks the source's active call; other numbers are inactive results; ? = inconclusive; · = no result given; [ ] = remark or other dose. Unless noted, calls come from the whole dose curve; as a rule, active = well fitted curve in the direction sought with a large enough effect; inconclusive = small, poorly fitted or top-dose-only effect, or another doubt; inactive = no such curve, though single readings can be large; an effect the other way counts as inactive or inconclusive.
SMILES,ERG-DNA inh,Vif-A3G inh,Glioma ERSR ind,D2 antagonist,RGS4 inhibitor,LDHA block,12-LOX inh,Vif-APOBEC3F blk,D2 ag
Cc1ccc(Cl)c(OCC(=O)Nc2ccc(S(=O)(=O)NC3=NCCCCC3)cc2)c1,·,0.3%,-1.9%,-15.2,-6.1%,-2.3,-30.6%,-6.5%,-2.4
CCOc1cc(/C=N/NC(=O)c2ccc(CN3CCOCC3)cc2)ccc1OC,1.4%,0.3%,0.0%,4.4,-46.3%,-8.0,?,1.5%,-0.3
CCCCN(CCCC)S(=O)(=O)c1ccc(NC(=O)CN2CCOCC2)cc1,-14.4%,1.7%,-4.6%,12.2,-9.1%,6.5,0.0%,-1.0%,2.0
CCCCCC(=O)Nc1cccc(C2=NOC3(C2)C[C@@H](C(N)=O)N(C(=O)Cc2ccc([N+](=O)[O-])cc2)C3)c1 (stereo partly drawn),2.4%,1.3%,-1.6%,-1.0,-3.0%,6.1,?,8.0%,-0.5
CCOc1ccc(C(=O)N2CCc3ccccc32)cc1,-4.4%,-0.6%,2.0%,-10.6,-3.9%,-0.5,0.0%,-1.2%,0.0
CCCCNC(=S)NCc1ccc2[nH]c(C)cc2c1,3.8%,-1.0%,2.4%,30.3*,-5.4%,-1.6,?,2.4%,-2.3
O=C(c1ccc(CN2CCc3ccccc3C2)cc1)N1CCN(c2ccccc2)CC1,-4.4%,0.8%,-5.6%,-2.0,4.6%,-0.9,-9.5%,-4.4%,9.9
CC1(OC(=O)C2CCCC2)C(=O)C=C2C=C(c3ccsc3)N(C3CCCC3)C=C2C1=O (stereo not drawn),-4.8%,1.0%,-2.3%,37.4*,-10.7%,1.5,-10.8%,1.9%,-0.8
Nc1c(N(Cc2ccccc2)C(=O)CCc2ccccc2)c(=O)[nH]c(=O)n1Cc1ccccc1,4.3%,-4.4%,-5.7%,-9.6,-12.3%,-3.0,-7.8%,0.3%,0.3
COc1ccc(N2CC(C(=O)N3CCN(Cc4ccc5c(c4)OCO5)CC3)CC2=O)cc1 (stereo not drawn),-4.6%,-1.4%,-0.5%,-7.5,-9.6%,-5.5,-0.2%,?,0.3
CC(=O)NC(c1ccc(F)c(F)c1)c1nc(-c2ccccc2C)cs1 (stereo not drawn),·,-3.9%,-2.9%,·,·,-6.1,?,·,·
COc1ccc(-c2nnn(CC(=O)NCCc3c[nH]c4ccccc34)n2)cc1OC,-7.0%,0.4%,-3.0%,·,-0.7%,1.2,-8.6%,-0.6%,·
O=C(CN1CCN(C(c2ccccc2)c2ccccc2)CC1)NC(=O)NCc1ccco1,6.8%,0.5%,-3.0%,9.1,-9.5%,-6.0,27.5%,1.9%,0.4
COC(=O)Cc1csc(Nc2ccccc2Cl)n1,·,-5.0%,1.3%,-11.7,5.9%,-6.7,7.6%,4.8%,-0.5
Cn1cccc1C1CCCN1CC(=O)Nc1ccc(F)c(F)c1F (stereo not drawn),1.3%,4.5%,-3.3%,·,8.5%,-18.5,-11.2%,-9.5%,·
Cc1ccnc(N2CCC(C(=O)Nc3nnc(C)s3)CC2)n1,-6.4%,-3.8%,-2.3%,-4.1,-8.9%,-1.8,-23.1%,0.9%,-1.9
O=c1c2c([nH]c3ccccc13)CCC2,-19.0%,0.9%,0.4%,·,22.5%,-14.9,19.6%,-0.1%,·
NC(=O)C1(N2CCCCC2)CCN(CC(=O)Nc2ccccc2Sc2ccccc2)CC1,·,-0.4%,-2.9%,-3.1,14.3%,-4.3,7.4%,-0.5%,0.2
CC(C)C(NC(=O)CCNC(=O)c1ccc([N+](=O)[O-])cc1)c1nc2ccccc2[nH]1 (stereo not drawn),-4.1%,-0.8%,-2.8%,-1.4,-1.7%,2.0,-28.9%,6.7%,0.5
Cc1ccc2c(c1)C(=O)N1c3cc(C)c(C)cc3NC(=O)C1C(=O)N2 (stereo not drawn),·,-4.8%,-4.1%,·,·,-1.5,?,·,·
CCNc1nnc(SCC(=O)c2c(N)n(C3CC3)c(=O)[nH]c2=O)s1,-6.5%,1.6%,-5.2%,-4.6,-0.6%,-7.9,2.8%,0.8%,-2.5
COc1ccccc1NC(=O)C1=C(C)Nc2nc(SCc3ccccc3F)nn2C1c1cccs1 (stereo not drawn),-1.7%,0.6%,-2.4%,·,7.7%,-3.3,-13.9%,-0.8%,·
O=C(Cn1ncc(N2CCOCC2)c(Cl)c1=O)c1ccc(Cl)cc1,4.4%,0.4%,-2.7%,-8.4,-11.0%,-4.5,-2.6%,20.9%,1.6
O=C(NCc1ccc2c(c1)OCO2)c1sccc1Br,17.8%,-0.2%,1.7%,16.3,?,-0.2,9.7%,-11.0%,0.3
Cc1ccc(O)c(CNc2ccc(S(=O)(=O)Nc3nccs3)cc2)c1,15.9%,1.9%,1.5%,4.2,-22.9%,-1.0,?,12.1%,0.5
SMILES,ERG-DNA inh,Vif-A3G inh,Glioma ERSR ind,D2 antagonist,RGS4 inhibitor,LDHA block,12-LOX inh,Vif-APOBEC3F blk,D2 ag
O=C(CCn1cnc2ccccc2c1=O)Nc1ccc2c(c1)OCCO2,5.6%,2.5%,1.8%,-9.1,-35.6%,0.0,0.0%[57.4 µM],3.1%,-1.6
CN1CCn2c1nc(N1CCOCC1)nc2=O,-7.5%,-0.7%,-7.0%,-20.3,0.4%[11.4 µM],-4.3,5.8%,-9.6%,1.2
COc1ccc(CN(C(=O)c2cc(=O)c3ccccc3o2)C2CCS(=O)(=O)C2)cc1 (stereo not drawn),-2.7%,0.2%,-3.8%,-1.8,6.9%,-4.0,-3.6%,3.6%,-0.1
Cc1cc(-c2csc(N)n2)c(C)n1Cc1ccccc1,8.6%,0.3%,-6.6%,1.4,-50.3%,0.8,?,11.5%,1.2
CN(C)c1ccc(C(C(=O)NC2CCCCC2)N(Cc2ccco2)C(=O)c2snc(C(N)=O)c2N)cc1 (stereo not drawn),11.6%,-5.6%,-3.1%,-4.5,12.1%,-4.9,-8.4%,-2.4%,-0.6
O=C(CSc1nc2[nH]c(=O)cc(O)c2s1)Nc1cccc(Br)c1,0.1%,-7.4%,-4.5%,-17.1,-42.7%,3.6,17.8%,9.9%,-0.3
O=Cc1cc2cc3c(cc2nc1Cl)OCCO3,11.6%,2.6%,1.9%,4.5,2.2%,0.2,·,3.4%,-0.1
CCC1(CC)Cc2ccccc2-c2nc(CN3CCOCC3)[nH]c(=O)c21,5.4%,-12.0%,-0.6%,·,10.2%,2.4,0.0%,6.7%,·
CCCn1c(O)c(C=Nc2ccccc2)sc1=S,-4.3%,-7.3%,3.8%,-2.0,-18.9%,-13.5,?,?,0.3
CC(CCc1ccccc1)NC(=O)c1ccccc1C(=O)O (stereo not drawn),-11.4%,1.9%,4.3%,-4.7,11.8%,-3.0,0.0%,0.5%,30.4*
CC(C)OCCCNc1ncnc2c1cnn2-c1ccccc1,13.2%,-2.8%,-9.6%,-16.1,-10.9%,-4.6,0.0%,0.9%,-1.4
COc1ccccc1CN1CC(C(=O)NCc2ccc(SC)cc2)CCC1=O (stereo not drawn),-2.5%,6.0%,0.9%,-6.3,-25.7%,-4.8,7.6%,8.9%,0.4
CN(Cc1c(F)cccc1Cl)C(=O)COC(=O)Cn1cnc2ccccc2c1=O,·,1.1%,-3.3%,·,·,1.8,-24.1%,-0.2%,·
CCN(CC(=O)Nc1ccccc1OC)C(=O)C1CCCC1,23.7%,0.7%,-1.4%,-23.0,-23.6%,-9.1,214.4%[activator],0.9%,-1.3
CCc1ccc(-n2c(C)nc3cc(C(=O)NCCc4ccccc4)ccc32)cc1,1.4%,4.8%,-3.9%,·,-11.3%,7.5,-6.5%,3.0%,1.1
O=C(COC(=O)/C=C/c1ccccc1)NC1CCCCC1,12.3%,-3.2%,-3.5%,7.9,-5.4%,-4.9,-1.2%,-16.2%,0.0
O=S1(=O)[C@H]2C[C@H](CO)O[C@@]2(CO)CN1Cc1ccc(-c2ccc(F)cc2)cc1,-1.7%,0.8%,5.5%,·,-0.3%,3.7,-15.5%,-13.4%,·
COC(OC)c1ccc(C#N)c(SCc2ccccc2)n1,10.7%,-2.8%,-4.4%,7.5,-1.1%,0.7,25.8%,2.7%,-0.6
Cc1cccc(C2CC(c3ccccc3)Nc3nc(N)nn32)c1 (stereo not drawn),11.3%,-6.0%,-3.2%,-5.7,-3.6%,-4.2,372.9%[activator],-9.4%,1.3
CC1=C(c2ccc(C(C)C)cc2)S(=O)(=O)N=C1N1CCC(C(=O)NCc2ccccc2)CC1,5.6%,·,·,·,-9.7%,-6.4,?,·,·
Cc1ccc(S(=O)(=O)N(CC(=O)N(C)C)c2cccc([N+](=O)[O-])c2)cc1,-3.6%,-5.7%,0.0%,-16.1,1.3%,-13.7,-0.7%,8.6%,0.4
COc1ccc(S(=O)(=O)N2CCC(n3c(C(F)(F)F)nc4cccnc43)CC2)cc1OC,-0.7%,1.2%,-3.0%,·,16.7%,-3.6,-15.1%,-9.0%,-0.5
CC(=O)C(Cc1ccccc1)NC(=O)COc1ccc2c(c1)OCO2 (stereo not drawn),-2.9%,3.4%,-0.1%,·,-0.7%,-0.3,-48.1%,0.0%,·

# These rows are one share of the data (hit frequency here may not be typical).
